Source: PubChem BioAssay
NCI-60 one-dose screen, 48 h, at 10 µM unless noted. Numbers give growth in % (100 = growth as untreated, 0 = no growth, -100 = all killed).
ACHN: ACHN renal cancer; hit rate 4.9% among 81,000
SNB-75: SNB-75 CNS cancer; hit rate 5% among 79,000
SF-539: SF-539 CNS cancer; hit rate 6.8% among 81,000
SF-268: SF-268 CNS cancer cells | hit rate 3.1% among 82,000
A498: A498 renal cancer cells | hit rate 5.4% among 76,000
CAKI-1: CAKI-1 renal cancer; hit rate 4.7% among 75,000; AID 1794772
RXF 393: RXF 393 renal cancer cells. hit rate 6.9% among 77,000
SNB-19: SNB-19 CNS cancer cells | hit rate 2.5% among 81,000
Active calls of the source: *; x = no result given. How the source made its calls: active means growth percent below 10; inactive means the rest.

structure	ACHN	SF-539	CAKI-1	RXF 393	A498	SNB-75	SF-268	SNB-19
CNC1=C([N+](=O)[O-])C(c2ccc(OC)cc2)c2c([nH]c(=O)[nH]c2=O)N1 (centres undefined)	103.9	95.7	93.9	106.2	x	x	100.7	99.1
N#CC[n+]1ccc2ccccc2c1	99.3	101.6	87.2	100.5	x	80.2	97.9	92.4
O=c1[nH][nH]c(-c2ccccc2)c1-c1ccccc1	97.0	99.6	87.6	109.0	x	83.3	103.8	103.4
CSCC1OC(n2cnc3c(N)ncnc32)C(O)C1O (centres undefined)	88.3	89.9	x	x	143.0	99.8	100.9	85.2
Cn1c(N2NC(=O)CC2=O)nc(-c2ccccc2)c(C#N)c1=O	99.8	96.2	92.1	102.2	102.4	65.3	98.1	100.7
CC(Oc1ccc(C(=O)O)cc1C(F)(F)F)c1ccc(Oc2cccnc2)cn1 (centres undefined)	103.7	103.9	90.3	108.4	x	92.6	99.1	100.6
CC(O)c1cccc(/C(N)=N/C(N)=N/c2nc3ccccc3s2)c1 (centres undefined)	86.6	96.8	101.3	103.9	90.7	80.0	94.3	89.3
COc1ccc(/C(=N/NS(=O)(=O)c2ccc([N+](=O)[O-])cc2)C2COC(=O)C2)cc1OC (centres undefined)	86.9	93.9	89.8	115.2	83.7	80.8	108.6	104.6
O=C(Oc1ccccc1)c1ccccc1	105.8	104.0	112.2	114.2	x	88.8	113.3	101.1
CC(=O)O[C@H]1[C@H](CC#CC#CC[C@@H]2C[C@]3(C)[C@H]4CC=C5[C@H]6[C@@H](C)[C@H](C)CC[C@]6(C(=O)NCCCN6CCN(CCCN)CC6)CC[C@@]5(C)[C@]4(C)CC[C@H]3C(C)(C)[C@H]2OC(C)=O)C[C@]2(C)[C@H]3CC=C4[C@H]5[C@@H](C)[C@H](C)CC[C@]5(C(=O)NCCCN5CCN(CCCN)CC5)CC[C@@]4(C)[C@]3(C)CC[C@H]2C1(C)C	119.8	93.3	88.5	86.6	120.4	80.0	101.6	104.9
COc1ccc(OC)c(/C=C2\Oc3cc(OCCCN4CCCC4)ccc3C2=O)c1	78.2	46.0	82.0	73.4	x	x	79.8	82.1
CCC1c2ccccc2C(=O)C1C(N)=O (centres undefined)	111.9	104.0	100.1	116.6	110.7	94.1	104.3	108.0
CC(C(=O)O)c1ccc2c(c1)[nH]c1ccc(Cl)cc12 (centres undefined)	101.2	100.0	94.5	x	104.7	89.6	111.1	102.4
O=C(CCBr)N1CCN(C(=O)CCBr)CC1	73.3	110.3	68.7	120.8	116.4	117.6	94.0	97.1
NC(=O)c1cccc(Nc2ccnc(C(F)(F)F)c2)c1	108.7	108.5	91.5	102.6	86.0	106.8	96.6	100.5
O=C(c1ccc(Cl)cc1)C(Br)C(C[N+](=O)[O-])c1ccccc1 (centres undefined)	110.7	115.7	95.9	122.1	91.1	105.5	109.0	94.6
CN1C(=O)CCS(=O)(=O)C1c1ccc(Cl)c(Cl)c1 (centres undefined)	103.7	98.0	93.1	102.6	92.9	98.9	108.0	108.9
COc1ccc(-n2c(NC(=O)N3CCOCC3)c(C#N)c3ccc(F)cc32)cc1	91.7	100.3	81.5	59.2	136.5	119.0	100.1	107.8
C#CC(C)OCC1CNC(=S)O1 (centres undefined)	106.4	106.6	101.3	103.1	107.4	92.1	105.1	111.0
N#Cc1c(-c2ccccc2)c(C#N)c(=O)n(-c2nccs2)c1N	94.0	96.1	x	94.1	89.7	77.7	97.5	103.1

structure	ACHN	SF-539	CAKI-1	RXF 393	A498	SNB-75	SF-268	SNB-19
ClCCCOCCCCl	104.6	102.5	110.9	120.5	98.9	106.7	111.6	103.7
CCn1c(Sc2nnc(NC(=O)CCSC(=S)N3CCOCC3)s2)nc2c1c(=O)n(C)c(=O)n2C	87.2	94.1	97.8	84.2	94.6	72.2	95.1	100.6
COc1ccc(-c2nn(CC(=O)N3CCCC3)c3ncnc(N)c23)cc1	91.3	87.0	83.8	89.2	89.8	61.4	90.2	88.0
Cc1c(Cl)c(=O)oc2cc(O)ccc12	96.8	94.5	98.1	111.4	107.7	87.3	108.5	100.0
CNC(=O)c1nc(Nc2ccc(NC(=O)Nc3ccc(Cl)c(Cl)c3)cc2)c2ccccc2n1	88.9	92.8	80.7	108.3	x	89.0	95.0	96.6
CC(C)n1c(NCCc2ccc(O)c(O)c2)nc2c1c(=O)n(C)c(=O)n2C	99.3	103.8	88.1	x	x	80.2	94.2	101.4
COc1ccc(OC)c(NCC(O)c2ccccc2)c1 (centres undefined)	107.5	106.9	103.5	x	86.6	94.6	96.1	106.7
O=C(Nc1ncc(Cc2cc(C(F)(F)F)ccc2Cl)s1)c1ccc2nnsc2c1	60.8	86.5	49.6	77.1	89.7	96.7	68.8	74.7
CNC(=O)OCc1c(COC(=O)NC)c2n(c1C)CSC2	111.9	104.1	89.1	112.1	x	104.2	x	x
NC(=O)CSC1=NC(c2cccc([N+](=O)[O-])c2)c2sc3ccc(Cl)cc3c2N1 (centres undefined)	91.8	99.2	80.8	112.1	79.9	94.8	104.2	107.6
COc1cc(-c2nn(-c3ccccc3)cc2C(=O)O)ccc1O	100.3	100.1	x	118.4	65.7	75.6	x	98.6
CCOC(=O)c1sc(NC(=O)/C=C/c2ccccc2)nc1N1CCN(c2ccc(OC)cc2)CC1	94.0	91.7	93.6	89.1	88.5	54.5	102.6	115.1
CCn1cc(-c2ccnc(NCCNS(=O)(=O)c3ccc(Br)cc3)c2)c(-c2cccc(O)c2)n1	100.2	106.1	103.8	111.1	113.2	109.8	96.3	105.2
O=C(O)c1nc(-c2cccc(Br)c2)nc2c(F)cccc12	101.8	98.3	93.9	102.5	97.8	67.0	98.3	93.5
O=C(CN1CCOCC1)Nc1ccc2ncnc(Nc3ccc(Oc4cccc(F)c4)c(Cl)c3)c2c1	24.1	85.0	38.3	x	63.2	79.5	70.9	73.2
CCCCSc1ncnc2[nH]ncc12	99.7	93.0	87.5	127.0	102.4	94.6	102.6	88.1
Cc1nc2sc(C(=O)Nc3ccc(F)c(Cl)c3)c(N)c2c(C)c1Br	87.4	97.4	83.2	130.3	124.6	85.5	96.4	113.2
O=C1CCc2c(sc3[nH]c(=S)n(-c4ccc(Cl)cc4)c(=O)c23)C1	107.9	99.9	94.3	86.7	75.7	71.1	98.8	97.6
Nc1ccccc1C(=O)NC1=NC=S1[N+](=O)[O-] (centres undefined)	98.7	96.6	92.5	98.1	79.1	82.9	100.1	96.8
Cc1ccc(-c2csc(NC(=O)CSc3nc(-c4ccccc4)c(C#N)c(=O)[nH]3)n2)cc1	99.2	105.0	92.7	86.3	97.7	79.3	97.6	87.1

structure	ACHN	SF-539	CAKI-1	RXF 393	A498	SNB-75	SF-268	SNB-19
O=[N+]([O-])c1cc(F)ccc1O	96.4	94.7	96.9	100.8	102.7	91.3	102.7	102.5
N#C/C(=C\c1cccs1)C(=O)c1ccco1	105.9	107.2	90.4	104.3	94.6	78.3	110.1	102.4
COc1cc(OC)c(C(=O)Nc2cccc(-c3cc(=O)c4ccccc4o3)c2)c(OC)c1	84.1	94.6	80.8	102.8	78.7	66.7	93.0	91.6
C=C(C)[C@@H]1CCC=C2CC[C@]3(C)[C@H](CC[C@@H]4[C@@]5(C)CCCNC(C)(C)[C@@H]5CC[C@]43C)[C@H]21	78.7	84.8	x	47.6	101.5	100.3	93.1	15.3
CC(C)C(=O)C(CCN(C)C)c1ccncc1 (centres undefined)	x	101.3	x	107.2	98.3	105.0	105.7	101.7
NS(=O)(=O)c1ccc(-n2ncc3c2ncn2c(=S)[nH]nc32)cc1	108.7	99.2	x	17.8	123.1	113.0	116.9	96.3
O=C(NO)c1ccc(CN2CC(=O)N(Cc3ccccc3)[C@H](Cc3ccccc3)C2=O)cc1	90.6	87.3	96.4	86.0	67.4	69.4	96.5	85.4
O=C(Oc1ccc[nH]c1=O)c1ccc(F)cc1	100.1	98.2	111.0	107.5	105.9	76.6	97.4	98.2
C1=C[C@H]2O[C@@H]1c1ccc3[nH]ccc3c12	107.1	107.4	89.6	92.5	98.6	83.4	103.8	96.8
COc1ccc(-n2nc(C(=O)Nc3ccc(OC)c(OC)c3)nc2-c2cc(OC)c(OC)c(OC)c2)cc1	77.6	93.8	66.5	x	77.6	51.3	115.7	97.4
Cc1ccc(C(=O)/C=C/c2ccc(Oc3ccc(Cl)cc3)cc2)cc1	109.0	112.4	99.9	110.3	95.6	101.8	105.4	101.1
CCCCCCCCCCCCCC1=NCCN1CCO	78.1	-70.0*	90.7	59.5	108.2	150.2	152.1	x
O=NN(CC(=O)N/N=C\c1cccc([N+](=O)[O-])c1)CC(=O)N/N=C/c1cccc([N+](=O)[O-])c1	98.5	96.6	93.5	100.3	69.1	93.1	92.1	99.1
CCOCCOC(=O)c1ccc(C(C)C)cc1	99.7	106.7	98.2	119.6	107.3	85.3	108.3	114.7
Cc1ccccc1N1CCN(CSc2ccccc2)CC1	103.4	94.7	75.6	87.8	98.8	97.7	106.3	x
c1ccc2[nH]c(-c3nonc3-n3cccc3)nc2c1	103.5	107.4	79.5	113.4	104.7	93.3	107.8	129.5
CC(=O)n1cc(-c2c[nH]c3ccccc23)c(-c2ccc(O)cc2)n1	94.2	94.0	83.5	108.4	94.0	82.6	91.6	102.0
NNC(=O)CSc1ncnc2c1c(-c1ccccc1)c(-c1ccccc1)n2-c1cccc(Cl)c1	90.1	90.6	77.9	100.2	114.8	78.3	98.4	86.6
CC(=O)C(C)(C)Cc1cc(C(C)(C)CC=O)on1	117.3	103.8	102.0	98.4	94.9	103.3	104.6	110.7
Cc1nc(/N=C(N)/N=C(\N)c2ccccc2)sc1C	73.0	72.3	74.6	85.6	61.7	89.8	95.3	74.1

structure	ACHN	SF-539	CAKI-1	RXF 393	A498	SNB-75	SF-268	SNB-19
COc1ccc(-n2nc(C)c3c(Oc4ccc(NC(=O)Nc5c(Cl)cccc5Cl)cc4)ncnc32)cc1	106.0	96.7	95.3	107.3	99.1	93.6	93.6	98.5
CCOC(=O)c1sc(Nc2ccc(OC)cc2)nc1C	81.1	73.1	87.2	93.6	102.7	56.6	89.8	78.6
O=Cc1ccc(O)c2ncccc12	110.2	25.1	48.6	76.6	105.8	73.9	19.1	68.1
CC(=O)Oc1ccc(OC(C)=O)c(OC(C)=O)c1	94.6	103.0	105.9	120.5	102.5	95.4	105.8	105.5
CCCCCCCN=C(N)N=C(N)N	74.0	77.3	67.3	x	72.9	84.2	77.1	87.3
CCOC(=O)c1cc(C(=O)c2ccc(Br)cc2)n2ccc3ccccc3c12	101.4	102.4	90.9	104.0	148.7	81.0	93.1	97.8
CN(C)c1ccc(-c2nc(N3CCOCC3)c3c4c(sc3n2)CCCC4)cc1	84.8	92.0	74.9	115.7	91.7	97.4	97.9	104.0
OC(CN1CCCCC1)(c1ccccc1)c1ccccc1	107.6	102.0	97.9	103.2	50.6	94.3	102.9	101.6
COc1ccc2c(c1)CN1C(CCC3c4ccccc4NC31)C2 (centres undefined)	92.2	91.6	78.4	94.6	119.6	97.1	88.9	x
C[C@H]1C[C@@H]2[C@H]([C@@H](O)C[C@@]3(C)[C@H]2CC[C@]3(O)C(=O)CO)[C@@]2(C)CCC(=O)C=C12	106.4	94.4	88.6	108.8	88.9	118.1	88.0	104.2
N#Cc1c(NN)nc(=S)[nH]c1-c1cccs1	96.6	106.0	81.9	102.1	104.8	88.6	105.2	107.5
COc1ccc(/C=C(\C#N)c2ccc(C)cc2)cc1OC	104.8	102.4	100.6	107.5	85.7	103.3	103.2	96.8
Cc1cc(C2C(=O)NC(=O)C2=O)c(C)cc1Br (centres undefined)	108.3	102.4	93.1	108.3	87.0	85.2	102.9	105.5
O=C(O)CNC(CO)(CO)CO	106.7	98.4	93.7	113.7	104.0	103.0	105.5	118.4
Cc1ccc(C(=O)c2ccc(CC(=O)NN3C(=O)CCC3=O)n2C)cc1	96.4	90.0	87.7	103.5	108.9	70.4	95.9	106.4
O=C(Nc1ccc(Br)cc1)Nc1nc2ccc([N+](=O)[O-])cc2s1	3.6*	0.6*	-2.2*	-27.8*	x	x	12.2	19.1
COc1ccc2c(c1)c(-c1noc(C(=O)c3cn(C)c4ncc(Br)cc34)n1)cn2C	39.8	25.7	68.9	27.9	48.5	-12.8*	62.8	78.7

Entries shown so far that have fluorine:
structure	ACHN	SF-539	CAKI-1	RXF 393	A498	SNB-75	SF-268	SNB-19
CC(Oc1ccc(C(=O)O)cc1C(F)(F)F)c1ccc(Oc2cccnc2)cn1 (centres undefined)	103.7	103.9	90.3	108.4	x	92.6	99.1	100.6
NC(=O)c1cccc(Nc2ccnc(C(F)(F)F)c2)c1	108.7	108.5	91.5	102.6	86.0	106.8	96.6	100.5
COc1ccc(-n2c(NC(=O)N3CCOCC3)c(C#N)c3ccc(F)cc32)cc1	91.7	100.3	81.5	59.2	136.5	119.0	100.1	107.8
O=C(Nc1ncc(Cc2cc(C(F)(F)F)ccc2Cl)s1)c1ccc2nnsc2c1	60.8	86.5	49.6	77.1	89.7	96.7	68.8	74.7
O=C(O)c1nc(-c2cccc(Br)c2)nc2c(F)cccc12	101.8	98.3	93.9	102.5	97.8	67.0	98.3	93.5
O=C(CN1CCOCC1)Nc1ccc2ncnc(Nc3ccc(Oc4cccc(F)c4)c(Cl)c3)c2c1	24.1	85.0	38.3	x	63.2	79.5	70.9	73.2
Cc1nc2sc(C(=O)Nc3ccc(F)c(Cl)c3)c(N)c2c(C)c1Br	87.4	97.4	83.2	130.3	124.6	85.5	96.4	113.2
O=[N+]([O-])c1cc(F)ccc1O	96.4	94.7	96.9	100.8	102.7	91.3	102.7	102.5
O=C(Oc1ccc[nH]c1=O)c1ccc(F)cc1	100.1	98.2	111.0	107.5	105.9	76.6	97.4	98.2

The order is random (roughly 12% active in at least one column).
